# DAX1 inh-1 = inhibits human nuclear receptor DAX1; P51843; HEK293 Gal4-DAX1 luciferase reporter, luminescence; inhibition, % at 6.75 µM; 0.99% of 340,000 active; AID 504766;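 active = inhibition above the mean over all tested compounds plus 3 SD, cut at about 4.2% in these data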;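 note: 0% = DAX1-transfected cells with DMSO and 100% = empty-vector control cells with DMSO; inhibition shows as a rise in luminescence from relieved DAX1 repression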
# Target sequence (P51843 207-470 limits assumed): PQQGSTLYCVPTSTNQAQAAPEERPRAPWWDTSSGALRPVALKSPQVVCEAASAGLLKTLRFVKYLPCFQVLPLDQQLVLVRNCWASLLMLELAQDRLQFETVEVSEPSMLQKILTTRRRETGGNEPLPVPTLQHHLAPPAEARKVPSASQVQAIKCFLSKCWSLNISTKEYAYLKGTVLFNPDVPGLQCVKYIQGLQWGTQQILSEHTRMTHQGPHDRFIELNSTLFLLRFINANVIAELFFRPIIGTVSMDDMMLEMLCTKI
# FXN GAA850 act = activators of GAA850 frataxin (FXN) promoter. activation, % at 6 µM. AID 540364. 0.56% of 360,000 active. HEK293 lucGAA850 FXN promoter luciferase reporter, 24 h; percent of 10 µM SAHA response;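 active = activation above the average of all compounds screened plus 3 SD, cutoff fixed separately per campaign, cut at about 7.5% in these data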;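 note: 0% = DMSO wells and 100% = 10 µM SAHA wells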
# DAX1 inh-2 = inhibitors of DAX1 repression of SF-1 activated StAR promoter | HEK293T StAR-luciferase reporter, SF-1/DAX-1 repression relief | inhibition, % at 6.8 µM | 1.1% of 370,000 active | AID 652010;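 active = inhibition above the mean over all tested compounds plus 3 SD, cut at about 3.6% in these data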;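 note: 0% = DAX-1 cells with DMSO and 100% = cells lacking DAX-1 with DMSO; higher inhibition means more luminescence from relief of DAX-1 repression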
# PG9 binder = binds the HIV-1 gp120 antibody PG9. AID 624416. 0.43% of 360,000 active. inhibition, % at 6.7 µM. TR-FRET gp120-PG9 antibody binding; in the data active = inhibition above about 8.5%
# SMARCA2 act = increases SMARCA2 function in MMTV reporter cells; MG213 cells, MMTV-luciferase reporter, dexamethasone, overnight; activation, % at 9.1 µM; 1% of 370,000 active; in the data active = activation above about 7.8%;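 note: 0% = vehicle wells and 100% = reference activator wells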
# hcDAF-12 act = H. contortus DAF-12 activation, primary screen. HEK293 hcDAF-12 lit1-tk-luc reporter, luminescence; 0% DMSO, 100% Δ7-dafachronic acid. activation, % at 6.8 µM. 1.4% of 370,000 active;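 active = activation above the mean of all tested compounds plus 3 SD, cut at about 5.5% in these data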;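 note: 100% = response to 3 µM Δ7-dafachronic acid high control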
# ADAM17 inh = inhibitors of human ADAM17; P78536; recombinant ADAM17, EDANS/DABCYL FRET peptide cleavage; inhibition, % at 6.95 µM; 0.83% of 370,000 active; AID 720648;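 active = inhibition above the mean of compounds lying between control limits plus 3 SD, set per campaign, cut at about 8.5% in these data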;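 note: 0% = DMSO-only wells as the low control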
# NPR1 activator = GC-A (human) enzyme activation. P16066. HEK293 GC-A cells, cGMP TR-FRET, EC30 ANP; 0% at EC30 ANP, 100% saturating ANP. activation, % at 10 µM. 0.14% of 370,000 active. AID 1671463; in the data active = activation above about 40%
# ADAM10 inh = inhibits human ADAM10. recombinant ADAM10, EDANS/DABCYL FRET peptide cleavage, 3 h. inhibition, % at 7 µM. 0.62% of 370,000 active. AID 720582;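 active = inhibition above a per-campaign cutoff equal to the mean of compounds falling between control-based bounds plus 3 SD, cut at about 20% in these data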;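 note: 0% = DMSO wells while the 100% control is not disclosed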
# Target sequence (O14672 214-748 limits assumed): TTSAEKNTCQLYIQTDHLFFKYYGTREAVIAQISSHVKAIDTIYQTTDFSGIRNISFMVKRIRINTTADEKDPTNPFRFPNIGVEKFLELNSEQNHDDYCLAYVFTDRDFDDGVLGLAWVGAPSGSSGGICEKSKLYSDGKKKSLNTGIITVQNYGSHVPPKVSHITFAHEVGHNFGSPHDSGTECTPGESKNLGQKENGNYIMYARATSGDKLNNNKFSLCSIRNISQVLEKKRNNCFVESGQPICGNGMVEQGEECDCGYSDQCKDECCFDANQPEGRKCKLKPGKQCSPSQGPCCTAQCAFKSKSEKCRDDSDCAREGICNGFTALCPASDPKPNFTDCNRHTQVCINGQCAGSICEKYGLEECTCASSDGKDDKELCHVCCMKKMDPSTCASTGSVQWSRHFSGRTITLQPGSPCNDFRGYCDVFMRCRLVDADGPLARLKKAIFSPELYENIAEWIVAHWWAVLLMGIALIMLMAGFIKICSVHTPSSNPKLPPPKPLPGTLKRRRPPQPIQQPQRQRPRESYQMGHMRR
# ssDAF-12 act = activates DAF-12 receptor from parasite S. stercoralis. 1% of 370,000 active. AID 652126. HEK293 ssDAF-12/GRIP1 lit1-tk-luc reporter, luminescence; % of 3 µM dafachronic acid response. activation, % at 6.8 µM;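 active = activation above the mean over all tested compounds plus 3 SD, cut at about 0.9% in these data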;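 note: 0% = DMSO-only wells and 100% = 3 µM delta7-dafachronic acid wells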
# hgDAF-12 ag = activates the H. glycines DAF-12 receptor ligand-binding domain. HEK293 GAL4-hgDAF12 UAS-luciferase reporter, agonist luminescence; normalized to butyrate control. activation, % at 6.8 µM. 1.8% of 370,000 active;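 active = activation above a cutoff set at the mean of all screened compounds plus 3 SD, cut at about 10% in these data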;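 note: 0% = DMSO wells and 100% = sodium butyrate wells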
# An asterisk follows results filed as active; i = inactive; x = not tested or not shown.
SMILES,DAX1 inh-1,FXN GAA850 act,DAX1 inh-2,PG9 binder,SMARCA2 act,hcDAF-12 act,ADAM17 inh,NPR1 activator,ADAM10 inh,ssDAF-12 act,hgDAF-12 ag
Cc1cccc(NC(=S)NC2CCCC2)c1,-0.7,1.2,0.8,-2.2,6,-1.4,-1,0,5,-1.6,-1.4
C=CCn1c(SCC(=O)N2CC(=O)Nc3ccccc32)nc2scc(-c3ccccc3)c2c1=O,-0.5,-2.0,-1.0,-1.9,0,-2.6,4,-24,11,-1.0,-3.9
O=Cc1c(Nc2ccccc2Cl)nc2ccccn2c1=O,0.0,2.0,-0.1,-0.7,-4,3.7,0,4,4,0.8,-1.0
CCOC(=O)C(NC(=O)NCc1ccc(OC)cc1)(OCC)C(F)(F)F (centres undefined),0.1,1.0,-0.2,0.9,-1,-1.1,0,-5,0,-1.6,0.4
CC(CN1CCCC1)OC(=O)COc1ccccc1 (centres undefined),-0.2,0.7,-0.3,0.3,-5,-0.1,-6,-1,-8,-1.4,-0.1
CCCCC(=O)Nc1ccc(C(=O)NNC(=S)NC(=O)c2cccs2)cc1,-0.5,0.6,-0.4,-3.2,-3,0.3,1,3,12,-1.1,1.8
CC(C)CC(=O)Nc1ccc(-c2cn3ccsc3n2)cc1,-1.0,0.9,3.4,-3.1,6,2.3,0,1,-1,0.4,11*
Cc1c(C(=O)Nc2ccccc2)sc2nc[nH]c(=O)c12,0.1,4.8,1.6,0.8,0,0.6,0,-4,-10,-0.8,3.7
O=C(CSc1nc2ccccc2n1CC(=O)N1CCOCC1)N1CCCC1,-0.2,-3.1,-0.6,0.7,-3,-2.2,-2,5,-12,-1.4,-2.5
CC(C)[C@H](NC(=O)c1ccccc1)C(=O)OCC(=O)NCCc1ccc(F)cc1,-0.6,-1.0,-0.5,-2.7,-1,2.3,1,-5,9,-1.6,-1.1
COc1cc(/C=N/N2CCOCC2)ccc1OCc1ccccc1,1.1,1.9,1.4,-2.8,0,1.7,0,1,1,0.2,18*
COc1ccc(Cl)cc1NC(=O)c1cnccn1,1.7,0.1,-0.2,-4.6,0,0.4,-1,-2,3,-1.1,2.0
CCc1nc(SCC(=O)NNC(=O)c2ccc(C)cc2)c2ccccc2n1,2.4,-2.4,0.3,4.1,-2,-0.5,7,1,12,-1.3,0.6
Cc1ccc(NC(=O)c2ccccc2)cc1C,1.0,3.0,0.1,0.5,3,-0.3,-4,-2,-6,-0.9,2.7
COc1ccc(/C=C/C(=O)OC(C)CN2CCCCC2)cc1 (centres undefined),0.0,0.9,-0.1,-1.1,4,0.5,-3,0,-2,-1.3,-1.0
Nc1nnc(SCC(=O)OCC(=O)Nc2ccc(Br)cc2)s1,0.4,-0.6,-2.5,0.1,-1,-1.4,-1,-2,0,-1.2,5.4
COc1cc([N+](=O)[O-])cc(/C=N/NC(=O)c2cc(C)nc3ccccc23)c1O,0.4,-1.3,-0.4,0.7,-3,-1.0,3,-5,11,-0.7,3.4
CCOC(=O)C1CCCN(C(=O)C2CC(=O)N(c3ccc(C)cc3)C2)C1 (centres undefined),1.7,1.4,0.1,2.8,-4,0.2,1,-3,5,-1.4,-0.3
Cc1c(Cl)cnc(NC(=O)CSc2n[nH]c(N)n2)c1Cl,-0.7,-0.2,0.3,-0.5,1,-0.4,-5,-1,-5,-1.3,3.7
O=C(NC1CCCCCC1)c1ccc(N2CCCC2=O)cc1,2.4,2.6,2.3,1.1,1,6.7*,-4,1,-3,-0.4,11*
CC(C)CC(=O)Nc1ccc(C(=O)NNC(=O)C(c2ccccc2)c2ccccc2)cc1,-0.3,0.8,0.1,-1.2,3,-1.3,0,-1,-1,-1.5,0.4
Cc1c(NS(=O)(=O)c2ccc3nc(COc4ccccc4Cl)[nH]c3c2)c(=O)n(-c2ccccc2)n1C,-1.7,1.0,0.6,-2.8,-1,1.2,3,0,5,-0.5,2.5
COc1ccc(NC(=O)c2oc3ccc(S(=O)(=O)N4CCOCC4)cc3c2C)cc1,-3.3,-0.4,-2.7,-1.9,-2,-0.6,-3,4,2,-1.1,-3.4
CCCc1ccc(OCc2nc(-c3ccc(NC(=O)c4cccs4)cc3)no2)cc1,0.4,6.9,0.6,0.0,0,1.7,2,0,-4,-1.2,6.6
Cc1ccccc1C(=O)Oc1ccc(Br)cc1C(=S)N1CCCC1,0.0,-0.4,0.2,-0.1,-4,-0.2,-1,-12,-5,-1.9,-0.2
COc1cc(C(=O)NC(C)c2ccc3ccccc3c2)cc(Cl)c1O (centres undefined),3.7,1.0,-0.7,-1.0,-2,-0.7,-1,-4,-1,-0.7,-2.6
CCOc1ccc(NC(=O)C/C(C)=N/NC(=O)c2cnccn2)cc1,0.9,3.6,1.3,-1.2,8.9*,3.0,0,0,-3,-0.8,5.5
O=c1c(Oc2ccccc2)coc2cc(O)cc(O)c12,0.6,2.3,-0.2,-2.9,1,-0.8,-1,0,-8,-0.8,0.8
O=C(CSc1nc(-c2cccs2)cc(C(F)(F)F)n1)NCc1ccco1,1.0,0.9,-0.8,3.1,-2,-2.0,-8,-1,-15,-1.8,-1.8
C[C@@H]1COC(=O)[C@@H](Cc2ccc(F)cc2)C/C=C\C[C@@H](CC(=O)N(CCO)Cc2ccccc2)C(=O)N1,0.2,-1.1,-0.6,-0.4,0,-0.8,2,0,0,-1.3,-1.0
CC(=O)N1CCSc2ccc(S(=O)(=O)Nc3cccc(C)c3)cc21,-1.3,-1.5,-0.8,0.4,-4,-4.0,4,-4,4,-1.7,-6.3
Cc1nc(CSc2nnc(Nc3cccc(C)c3C)s2)cs1,3.1,-0.1,-0.6,-1.3,-1,-2.0,0,0,-1,-1.1,-2.0
COc1cccc(/C=C/C(=C2/C(=O)N(c3ccccc3)N=C2C)c2ccc(C)cc2)c1OC,1.2,1.3,-0.4,1.7,-3,-0.1,-4,-1,-3,-0.6,0.1
Cc1ccc(-c2c(C#N)c(N)nc3c2CCCC3)o1,2.8,3.4,1.1,1.5,4,-1.7,-51,3,-171,-1.6,-4.8
Cc1ccc(NC(=O)CSc2nnc(-c3ccccn3)n2N)c(Br)c1,x,0.8,-0.7,1.0,-2,0.6,1,3,-10,-2.1,2.6
COc1ccc(C(=O)NCCCN2CCOCC2)cc1Br,-0.1,0.0,-0.4,-0.3,-1,-0.6,-2,2,1,-0.2,0.4
COc1cccc(NC(=O)C(=O)N/N=C(\C)CC(=O)Nc2ccc(NC(C)=O)cc2)c1,0.6,4.3,5.8*,-1.7,4,2.4,1,5,-1,-0.3,13*
Cc1cc(C)nc(Nc2ccccc2F)n1,0.7,2.4,-0.2,0.3,-1,-1.0,-1,2,-4,-1.2,-1.6
Nc1nnnn1/N=C/c1ccc(Cl)cc1,0.8,-0.5,-0.7,1.1,-2,-0.8,-5,3,-8,-1.1,-1.1
CSc1ccc(/C=N\NC(=O)COc2ccc(Cl)cc2Br)cc1,0.5,-0.1,-0.1,-1.4,4,-0.3,2,-1,-1,-1.8,0.8
CC(=O)NCCC(=O)N1CCCC(N2CCN(c3cccc(Cl)c3)CC2)C1 (centres undefined),1.2,0.7,-0.6,-0.7,-1,-2.0,0,1,2,0.2,-1.1
O=C(Nc1ccc(CN2CCCCC2)cc1)c1cccc(Br)c1,0.7,2.4,0.6,0.0,3,0.0,-1,1,1,-1.0,5.9
COc1cccc(C(=O)O/N=C(\N)CS(=O)(=O)c2ccccc2)c1,1.9,1.7,3.5,-2.8,12*,1.5,3,0,-3,-0.1,4.1
CCN(CC)C(=O)CSc1nnc(NC(=O)CCc2ccccc2)s1,-1.2,0.2,-0.4,-3.8,0,-1.6,-2,1,6,-1.1,3.0
CCN1CCN(c2cc(C)c3cc(NC(=S)N4CCN(c5ccccc5F)CC4)ccc3n2)CC1,1.9,2.7,0.1,-2.4,2,-1.1,-118,1,-358,-1.7,0.6

# SMARCA2 act, hit marks shown above.
SMILES,DAX1 inh-1,DAX1 inh-2,PG9 binder,SMARCA2 act,hcDAF-12 act,ADAM17 inh,NPR1 activator,ADAM10 inh,ssDAF-12 act
CCOc1ccc(NC(=O)C/C(C)=N/NC(=O)c2cnccn2)cc1,0.9,1.3,-1.2,8.9*,3.0,0,0,-3,-0.8
COc1cccc(C(=O)O/N=C(\N)CS(=O)(=O)c2ccccc2)c1,1.9,3.5,-2.8,12*,1.5,3,0,-3,-0.1

# (list continues)
SMILES,DAX1 inh-1,FXN GAA850 act,DAX1 inh-2,PG9 binder,SMARCA2 act,hcDAF-12 act,ADAM17 inh,NPR1 activator,ADAM10 inh,ssDAF-12 act,hgDAF-12 ag
COc1ccc(-n2c(SCC(=O)O)nnc2-c2ccc(NC(=O)c3ccccc3)cc2)cc1,0.6,0.2,-0.3,0.1,2,-0.6,1,-1,-2,-0.8,0.0
Cc1ccccc1-n1c(C)nnc1SCC(=O)N1CCc2ccccc2C1,0.2,-1.2,-0.1,-0.5,-4,-3.5,-2,-1,3,-1.2,-2.0
Cc1ccc(C(=O)N/C(=C\c2ccc(-c3ccccc3[N+](=O)[O-])o2)C(=O)NCCCN2CCOCC2)cc1,-0.8,0.5,-4.6,-16,1,7.3*,-8,-2,-32,-0.4,-1.2
CCNC(=O)c1ccccc1-c1nc(-c2ccccc2Cl)no1,-0.1,-1.8,0.0,1.8,-2,0.1,-3,5,-4,-0.3,3.4
N#CCC(=O)NCCCOC(=O)Nc1ccc(Cl)c(Cl)c1,-0.2,0.6,0.1,-1.0,1,-0.9,4,-2,4,-1.7,-1.6
Cn1nnnc1SCc1cn2cccnc2n1,0.9,-1.5,0.1,0.4,1,-2.4,-305,-1,i,-1.2,-2.2
CC1CCCN(C(=O)CSCC(=O)N=c2sc3ccccc3n2C)C1 (centres undefined),-0.9,-0.2,0.0,-3.0,2,-2.2,-2,-5,1,-0.8,-0.9
Cc1ccc(C(=O)NCC(=O)Nc2ccccc2C(F)(F)F)cc1,0.7,2.2,0.0,0.0,0,-0.6,-4,0,-4,-0.8,0.3
Cc1ccc(-n2c(SCC(=O)N/N=C/C=C\c3ccco3)nnc2-c2ccccc2)cc1,x,x,-0.7,x,-4,-2.3,3,-10,5,-1.5,-0.9
Cc1cc(Oc2ccccc2F)nc(NCc2ccccc2)n1,0.4,-0.2,-1.5,-0.8,-2,0.6,-4,-2,4,-1.2,-2.2
COC(=O)c1cccc(N2C(=O)C[C@](Sc3ccc(OC)cc3)(C(=O)N3CCOCC3)[C@H]2c2ccc(OC)cc2)c1,x,x,-1.3,x,-6,-1.9,14*,-21,18,-0.6,2.0

# Structural class: the compounds so far containing a nitro group on carbon.
SMILES,DAX1 inh-1,FXN GAA850 act,DAX1 inh-2,PG9 binder,SMARCA2 act,hcDAF-12 act,ADAM17 inh,NPR1 activator,ADAM10 inh,ssDAF-12 act,hgDAF-12 ag
COc1cc([N+](=O)[O-])cc(/C=N/NC(=O)c2cc(C)nc3ccccc23)c1O,0.4,-1.3,-0.4,0.7,-3,-1.0,3,-5,11,-0.7,3.4
Cc1ccc(C(=O)N/C(=C\c2ccc(-c3ccccc3[N+](=O)[O-])o2)C(=O)NCCCN2CCOCC2)cc1,-0.8,0.5,-4.6,-16,1,7.3*,-8,-2,-32,-0.4,-1.2

# Screening data (PubChem)
